High-throughput results: PubChem BioAssay, Sanford-Burnham Center for Chemical Genomics
Jurkat NFkB inh = inhibitors of the PMA/ionomycin-induced NF-kB reporter in Jurkat cells. PMA/ionomycin-induced NF-kB luciferase reporter, luminescence. inhibition, % at 4 µM. 0.53% of 330,000 active. AID 435003; in the data active means inhibition above about 50%
UPR CHOP act = activators of apoptotic arm of unfolded protein response (CHOP) | 0.34% of 330,000 active | AID 449763 | activation, % at 10 µM | CHO-CHOP luciferase reporter, UPR activation, luminescence; percent of tunicamycin response over DMSO baseline;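 active means at 10 µM dose, activation of 40% or more, normalized to positive control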;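 further: 100% = tunicamycin at 10 µg/mL and 0% = DMSO alone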
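Evaluation: % reporter activation, DMSO baseline versus tunicamycin full activation; System: CHO-CHOP luciferase reporter cell line; Input: 500 cells/well; Incubation: 6 h compound treatment, 37 °C; Measured by: Steady-Glo luciferase luminescence; Dosing: one dose, 10 µM in 0.5% DMSO; Buffer or medium: F12 medium, 10% FBS; Benchmarks: positive tunicamycin 10 µg/mL, negative DMSO alone.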
TIM10 inh = growth inhibitors of TIM10 yeast strain; 1.4% of 330,000 active; S. cerevisiae TIM10 strain growth, BacTiter-Glo luminescence, 24 h; inhibition, % at 10 µM;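 active means inhibition of 40% or more at the single tested concentration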;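 further: wild-type TIM10 isogenic control strain grown at permissive 25 °C; 0% = DMSO yeast wells and 100% = minimal medium wells without yeast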
tim23-1 inh = inhibits growth of tim23-1 mutant yeast; S. cerevisiae tim23-1 growth, BacTiter-Glo luminescence, 24 h; inhibition, % at 20 µM; 1.3% of 330,000 active;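 active means growth inhibition of the mutant yeast at or above 50%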;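 further: temperature-sensitive mutant grown at 25 °C; plate controls were DMSO-treated mutant yeast for no effect and medium wells lacking yeast for full effect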
XBP1 UPR activ = activators of adaptive arm of unfolded protein response (XBP1) | AID 463104 | activation, % at 20 µM | CHO-XBP1 luciferase reporter, IRE1-XBP1 UPR activation, luminescence; percent of tunicamycin response, DMSO as zero | 0.33% of 330,000 active;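 active means versus positive control, 20 µM dose yields 30% or more activation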;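 further: 100% = tunicamycin at 10 µg/mL and 0% = DMSO only wells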
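Material: CHO cell line with stable XBP1 luciferase reporter; schedule: 16-18 h cell attachment at 37 °C, then 6 h compound exposure; signal: glow luminescence from Steady-Glo reagent; medium: serum-containing F12 medium, 10% FBS; benchmarks: tunicamycin 10 µg/mL and vehicle-only wells; read-out: percent activation relative to tunicamycin reference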
Mdm2 MdmX PPI = human Mdm2/MdmX binding inhibition | SaOS-2 split-luciferase Mdm2/MdmX complementation, luminescence | inhibition, % at 8 µM | 3% of 330,000 active;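 active means inhibition of at least 50% at 8 µM in the primary screen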
Target sequence (O15151 whole entry, looked up): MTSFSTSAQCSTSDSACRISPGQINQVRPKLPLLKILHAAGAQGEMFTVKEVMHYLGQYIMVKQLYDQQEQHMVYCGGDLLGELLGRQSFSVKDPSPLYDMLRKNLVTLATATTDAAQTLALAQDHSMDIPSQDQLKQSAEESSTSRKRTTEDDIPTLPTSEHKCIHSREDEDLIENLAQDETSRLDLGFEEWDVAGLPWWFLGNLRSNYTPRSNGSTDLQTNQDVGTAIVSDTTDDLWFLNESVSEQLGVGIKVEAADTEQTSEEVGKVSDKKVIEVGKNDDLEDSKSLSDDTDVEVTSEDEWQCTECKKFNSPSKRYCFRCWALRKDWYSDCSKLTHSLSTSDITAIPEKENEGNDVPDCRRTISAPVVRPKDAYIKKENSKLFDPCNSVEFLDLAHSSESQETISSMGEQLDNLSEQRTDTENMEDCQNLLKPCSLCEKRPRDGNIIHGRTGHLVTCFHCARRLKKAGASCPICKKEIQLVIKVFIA
Target sequence (Q00987 whole entry, looked up): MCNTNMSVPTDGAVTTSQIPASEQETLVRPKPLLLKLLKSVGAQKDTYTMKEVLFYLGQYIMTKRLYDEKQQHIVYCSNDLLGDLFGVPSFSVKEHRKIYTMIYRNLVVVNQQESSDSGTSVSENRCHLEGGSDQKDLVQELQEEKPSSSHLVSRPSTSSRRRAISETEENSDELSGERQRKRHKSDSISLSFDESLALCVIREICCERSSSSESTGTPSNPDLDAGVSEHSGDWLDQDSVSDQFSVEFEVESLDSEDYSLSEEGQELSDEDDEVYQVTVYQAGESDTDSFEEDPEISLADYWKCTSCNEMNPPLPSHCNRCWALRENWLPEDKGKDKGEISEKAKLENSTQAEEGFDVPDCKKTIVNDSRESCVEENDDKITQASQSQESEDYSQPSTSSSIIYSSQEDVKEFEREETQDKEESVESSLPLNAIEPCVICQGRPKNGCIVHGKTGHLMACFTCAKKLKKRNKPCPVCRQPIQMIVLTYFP
697 NFkB inh = inhibitors of the PMA/ionomycin-induced NF-kB reporter in 697 B cells; 697 B-cell NF-kB luciferase reporter, 16 h; inhibition, % at 4 µM; 0.33% of 330,000 active; in the data active means inhibition above about 35%
tim10-1 inh = growth inhibitors of tim10-1 mutant yeast; S. cerevisiae tim10-1 ts strain growth, BacTiter-Glo, 24 h; inhibition, % at 20 µM; 2.2% of 330,000 active; AID 463190;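 active means inhibition of at least 40%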;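 further: mutant grown at 25 °C; 0% = DMSO wells with yeast and 100% = wells holding no yeast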
An asterisk follows results filed as active. Compounds as they come; any-hit rate near 6.6%.

SMILES	Jurkat NFkB inh	UPR CHOP act	TIM10 inh	tim23-1 inh	XBP1 UPR activ	Mdm2 MdmX PPI	697 NFkB inh	tim10-1 inh
CC(CC#CCN1CCOCC1)OCCC#N (stereo not drawn)	-15	-2.1	-2	10	0	-7	15	-1
O=C(NCc1ccccc1Cl)c1cnc2ccccc2n1	-3	5.6	3	31	7	-13	-9	7
O=C(Nc1nnc(SCc2ccc(Cl)cc2)s1)c1ccco1	-14	1.1	4	-2	-2	19	-13	18
COCCn1c(-c2ccc(OC)cc2)nc2ccccc21	-12	1.0	10	-4	4	31	-15	12
COc1ccc(NC(=O)COC(=O)Cc2ccc(-c3ccccc3)cc2)c(OC)c1	1	3.1	12	26	0	-13	-2	25
COc1ccc2oc(C(=O)OCC(=O)N3CCN(c4ccccc4)CC3)c(C)c2c1	-6	1.5	-1	-1	-1	-6	15	-17
CN(CC(=O)Nc1ccc(N2CCOCC2)cc1)CC(=O)Nc1ccc(Cl)cc1[N+](=O)[O-]	10	-0.6	8	1	-1	2	-1	15
Cc1oc2nc(SCC(=O)Nc3ccc(S(N)(=O)=O)cc3)nc(NC(=O)c3ccccc3)c2c1C	-6	0.4	-7	-5	-2	-20	17	9
O=c1c2ccccc2ncn1CCCCOc1ccccc1F	-12	1.1	-19	18	-1	26	3	-18
Cc1ccc(C)c(NC(=O)c2cc(-c3cccnc3)nc3ccccc23)c1	1	-0.3	20	21	-6	39	-3	2
COc1ccccc1CNC(=O)CN1C(=O)COc2ccc(S(=O)(=O)N3CCCCC3)cc21	18	16	4	7	-2	-16	8	-1
COc1ccccc1N1C(=NC(=O)COc2ccccc2)SC2CS(=O)(=O)CC21 (stereo not drawn)	0	0.6	-9	12	-3	33	2	13
Cc1c(-c2ccc(/C=N/NC(=O)C(=O)Nc3ccccc3F)o2)cccc1[N+](=O)[O-]	-8	18	-7	-5	73*	56*	-1	-14
NC1=NC2(CCCCC2)N(c2ccc(F)cc2)C(N)=N1	12	3.2	-6	-5	-2	0	20	-6
COc1ccc(-n2c(SCC(=O)N3CCCCC3)nnc2-c2cccnc2)cc1	-4	0.6	-2	21	-1	-22	-5	13
O=C(CC(C(=O)O)P(=O)(c1ccccc1)c1ccccc1)c1ccccc1 (stereo not drawn)	-12	-1.0	-19	10	-2	22	4	9
c1ccc(Cn2nnc3c(NCC4CCCO4)nc(C4CC4)nc32)cc1 (stereo not drawn)	11	-0.8	-64	-8	-1	16	-7	-60
O=C(O)C1NCCc2ccccc21 (stereo not drawn)	3	-0.5	1	-6	-6	-1	0	-1
O=C(CC1C(=O)NCCN1Cc1ccc(F)cc1Cl)NC1CCCCCCC1 (stereo not drawn)	7	1.2	9	8	-6	21	10	-3
O=C(Nc1cccc(Cl)c1Cl)C1CC(=O)N(c2ccc(Br)cc2)C1 (stereo not drawn)	3	0.1	23	25	-2	10	12	20
Oc1[nH]c2c(Cl)cc(Cl)cc2c1N=NC(=S)NCC1CCCO1 (stereo not drawn)	12	19	25	32	0	98*	-6	46*
COc1ccc(CC(=O)Nc2ccc(S(=O)(=O)N3CCCC3)cc2)c(OC)c1	9	-1.4	1	16	-2	38	17	22
Cc1nnc(-c2cnn(C)c2N)n1Cc1ccccc1F	-2	-0.9	0	17	-1	-12	-16	2
COc1ccccc1N1CCN(C2CCCN(Cc3cccc(O)c3)C2)CC1 (stereo not drawn)	2	0.0	-16	5	-3	7	8	2
CSc1c(C#N)c(N)nc2sc(C(=O)c3ccccc3)c(N)c12	5	4.5	17	1	9	-6	-8	8

Of the compounds above, these contain a cyano group.
SMILES	Jurkat NFkB inh	UPR CHOP act	TIM10 inh	tim23-1 inh	XBP1 UPR activ	Mdm2 MdmX PPI	697 NFkB inh	tim10-1 inh
CC(CC#CCN1CCOCC1)OCCC#N (stereo not drawn)	-15	-2.1	-2	10	0	-7	15	-1
CSc1c(C#N)c(N)nc2sc(C(=O)c3ccccc3)c(N)c12	5	4.5	17	1	9	-6	-8	8

The results go on:
SMILES	Jurkat NFkB inh	UPR CHOP act	TIM10 inh	tim23-1 inh	XBP1 UPR activ	Mdm2 MdmX PPI	697 NFkB inh	tim10-1 inh
O=C(COc1ccc2ccccc2c1)Nc1cccc(C(=O)Nc2ccccc2C(=O)O)c1	6	-0.6	6	16	0	-3	13	-14
Cc1ccc2c(c1)-n1c(nc3ccccc3c1=O)C(CC(C)C)NC2=O (stereo not drawn)	8	-0.4	-3	17	-1	-23	3	20
O=[N+]([O-])c1ccc(O)c(Nc2ncnc3ccccc23)c1	-4	3.8	-9	-1	0	60*	5	-9
CCOc1cc(NC(=S)NCCCN2CCOCC2)c(OCC)cc1NC(=O)c1cccs1	1	-1.5	-8	17	-1	-42	7	25
COCC(=O)Nc1ccc(OCc2ccccc2)cc1	-59	5.9	-16	6	-2	-30	-47	-2
COc1cc(NS(=O)(=O)c2ccc(NC(=S)NC(C)=O)cc2)nc(OC)n1	-1	-2.5	1	10	0	3	1	-14
O=C(Nc1cccc2ccccc12)C12CC3CC(C1)CC(n1cnc([N+](=O)[O-])n1)(C3)C2	-2	1.7	0	7	-2	18	0	8
COc1ccc(CN2CCCC(CO)(Cc3ccc(F)cc3)C2)c(OC)c1OC (stereo not drawn)	13	0.2	-12	-6	-1	27	1	3
COCCN(C(=O)Nc1ccc(OC)cc1OC)C1CCN(C(C)=O)CC1	-4	-0.2	-4	6	-1	15	5	0
COc1ccc(OC)c(C=NNC(=O)c2ccccc2NS(=O)(=O)c2cccs2)c1	-5	2.4	7	13	0	6	18	6
CCN(CC)CCCNCC(=O)Nc1cc(C)on1	8	-0.2	2	7	-3	2	3	-8
Cc1ccc(N2CC(C(=O)Nc3nnc(SCCC4OCCO4)s3)CC2=O)cc1 (stereo not drawn)	7	0.9	6	20	1	11	6	9
CCc1ccc(NC(=O)Cn2c(=O)n(CCC(=O)NC3CCN(Cc4ccccc4)CC3)c(=O)c3ccccc32)cc1	3	-0.1	6	4	1	48	4	-7
Cc1nn(Cc2ccc(F)cc2)c(C)c1NC(=O)c1nn(C)cc1Cl	-5	1.5	17	15	-3	-6	8	14
Cc1ccccc1Cc1c(C)nc2nc(SCC(=O)NCCCN3CCCCC3)nn2c1C	-22	-1.8	-9	11	-2	11	-17	-11
CC1CC(C)CN(C(=O)CCNC(=O)Cn2ccc3ccccc3c2=O)C1 (stereo not drawn)	1	-1.8	-2	-6	8	13	-8	-26
COc1cccc(C(=O)NC2CC(C)(C)NC(C)(C)C2)c1OC	1	2.3	61*	5	-3	7	0	-5
Cc1cc(=O)n2nc(N3CCCC(C(=O)N4CCc5ccccc54)C3)sc2n1 (stereo not drawn)	38	-0.7	10	5	8	36	13	7
COc1ccc(S[C@@H](CCN2CC[C@H](NC(=O)OCc3ccccc3)CCC2=O)c2ccccc2)cc1	-3	1.6	1	10	-4	17	-24	5
Cc1nc(C)c(-c2csc(Nc3ccc(O)cc3C)n2)s1	-8	0.8	-17	3	6	1	5	2
CCOC(=O)C1(CCOc2ccccc2)CCN(CC(O)CO)CC1 (stereo not drawn)	-8	-0.5	-1	-9	-3	4	-14	-14
O=C(NC1CCCC1)C1CCN(S(=O)(=O)c2cccc3cccnc23)CC1	1	-0.3	6	13	-1	8	9	15
CC(=O)Nc1ccc(OCC(O)CN2CCN(c3ccc(F)cc3)CC2)cc1 (stereo not drawn)	-9	0.6	-5	8	-5	-2	-54	7
COc1cc(/C=C/C(=O)OCC(=O)Nc2ccc3c(c2)OCCO3)ccc1O	-3	4.2	13	6	-1	5	-31	-8
CCC(C)[C@H](NC(=O)N1CC(=O)Nc2ccccc21)C(=O)N[C@@H](C(=O)O)c1ccccc1 (stereo partly drawn)	3	-2.9	-9	-11	2	13	-14	3

Shown as a hit in Mdm2 MdmX PPI, of those listed so far:
Compound,Jurkat NFkB inh,XBP1 UPR activ,Mdm2 MdmX PPI,697 NFkB inh
Cc1c(-c2ccc(/C=N/NC(=O)C(=O)Nc3ccccc3F)o2)cccc1[N+](=O)[O-],-8,73*,56*,-1
Oc1[nH]c2c(Cl)cc(Cl)cc2c1N=NC(=S)NCC1CCCO1 (stereo not drawn),12,0,98*,-6
O=[N+]([O-])c1ccc(O)c(Nc2ncnc3ccccc23)c1,-4,0,60*,5

(listing goes on)
SMILES	Jurkat NFkB inh	UPR CHOP act	TIM10 inh	tim23-1 inh	XBP1 UPR activ	Mdm2 MdmX PPI	697 NFkB inh	tim10-1 inh
CCCCC1C(=O)N(c2ccccc2)N(c2ccc(O)cc2)C1=O (stereo not drawn)	16	-9.1	18	12	-12	98*	-48	22
COC(=O)c1c(NC(=O)C(C)(C)C)sc2c1CCN(Cc1ccccc1)C2	5	0.3	-11	10	-4	16	-4	1
CCOc1ccc(-c2n[nH]c(C)c2Oc2ccccc2OC)c(O)c1	-4	-2.0	16	28	-3	29	-18	20
O=C(N/N=C/c1cc(Br)cs1)c1ccccc1[N+](=O)[O-]	3	0.2	5	8	1	-20	-4	32
CCOC(=O)C1=NN(c2ccccc2)C2(S1)SC(C(C)=O)=C(C)N2c1ccccc1 (stereo not drawn)	-9	0.9	18	32	2	34	-22	29
Cc1cc(C)c(S(=O)(=O)NCc2ccncc2)c(C)c1	46	0.9	-29	19	-4	15	58*	-9
O=C1CSC(c2ccccc2F)N1c1ccccc1 (stereo not drawn)	3	-2.2	-7	-1	1	-28	15	-7
COCCN1CCn2c(nc3cc(NC(C)=O)ccc32)C1	-36	0.0	-8	4	-5	1	-1	22
Cc1ccccc1Cn1ccc(NC(=O)c2onc(C)c2Cl)n1	-18	0.5	-6	17	0	-34	-20	23
CC(OC(=O)c1ccc(NC(=O)CC#N)cc1)C(=O)NC(=O)NC1CCCCC1 (stereo not drawn)	6	-1.1	5	11	-5	26	11	1
Cc1nn(CC(=O)OCC(=O)Nc2c(C(C)C)cccc2C(C)C)c(C)c1[N+](=O)[O-]	4	3.5	12	4	-1	-11	-3	12
CCN(CC)S(=O)(=O)c1cccc(C(=O)N[C@H](C(=O)NC2=NCCS2)C(C)C)c1	0	-1.2	-14	4	-1	10	10	-8
O=C(NCCc1ccccc1)C(c1ccncc1)N(C(=O)c1csnn1)C1CC1 (stereo not drawn)	6	1.4	12	2	2	17	18	13
CC1(c2ccccc2Br)NC(=O)N(CC(=O)Nc2ccc(S(N)(=O)=O)cc2)C1=O (stereo not drawn)	-7	-0.8	4	20	1	14	12	4
O=C1NC(=O)/C(=C/C(=O)N2CCOCC2)S1	-9	-2.0	4	9	4	31	8	11
Cn1nnnc1SCCNCc1ccccc1F	2	3.1	0	-2	1	-12	6	10
c1ccc2c(c1)OCC(c1nnc3sc(-c4cnccn4)nn13)O2 (stereo not drawn)	-4	0.5	12	28	-2	4	-3	37
CNS(=O)(=O)c1cccc(C(=O)OCc2cc(=O)n3cc(Br)ccc3n2)c1	-1	-1.8	-33	-5	2	4	0	-15
Cc1ccc(S(=O)(=O)NNC(=O)c2cc([N+](=O)[O-])c(C)c([N+](=O)[O-])c2)cc1	7	-0.1	18	3	0	21	14	8
Cc1ccc(C(=O)N/C(=C\c2cccs2)C(=O)NCCc2c[nH]c3ccccc23)cc1C	-5	-1.7	19	18	3	-4	-13	4
CNc1nc2c3ccccc3n(C(C)=O)c2s1	19	0.9	12	18	2	-1	-3	25
COCCN(C(=S)Nc1c(C)cccc1C)C(C)c1ccco1 (stereo not drawn)	-6	2.8	32	40	0	24	2	23
c1ccc(CCCNCC2COc3ccccc3O2)cc1 (stereo not drawn)	-15	-1.2	-20	-59	-4	10	-19	-16
